TRb-SRC2 inh – qHTS for Inhibitors of the Interaction of Thyroid Hormone Receptor and Steroid Receptor Coregulator 2 | Thyroid hormone receptor beta (Homo sapiens), P10828 | TRbeta-SRC2 peptide binding, fluorescence polarization; receptor liganded with 1 µM T3 | Potency, µM (doses to about 106 µM), without a hit: top-dose activity change, negative = inhibition, actives largely listed as inhibitors | actives 0.065% (n = 280,000) | AID 1469, 2008;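 further: plate controls were bound peptide for no effect and peptide without receptor for full effect; nearly all actives have a fitted effect of over 50% in size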
Target sequence (P10828 whole entry, looked up): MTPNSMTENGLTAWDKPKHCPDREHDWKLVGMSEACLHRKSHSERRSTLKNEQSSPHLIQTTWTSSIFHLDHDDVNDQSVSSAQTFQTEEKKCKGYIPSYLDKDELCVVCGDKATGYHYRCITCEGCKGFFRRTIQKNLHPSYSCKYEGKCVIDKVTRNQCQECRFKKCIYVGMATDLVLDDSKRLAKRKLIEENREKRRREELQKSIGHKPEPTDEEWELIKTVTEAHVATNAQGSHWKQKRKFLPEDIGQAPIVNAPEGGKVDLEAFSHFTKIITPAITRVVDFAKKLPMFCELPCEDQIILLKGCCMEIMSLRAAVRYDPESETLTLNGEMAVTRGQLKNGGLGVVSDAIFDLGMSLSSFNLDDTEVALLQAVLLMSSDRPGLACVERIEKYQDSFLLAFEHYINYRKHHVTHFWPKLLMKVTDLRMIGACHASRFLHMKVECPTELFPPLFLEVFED
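Human TRb LBD (0.6 uM) plus Texas Red-labeled SRC2 peptide (20 nM), 1uM T3, 5% DMSO, 5 hr at ambient temperature. Decreased polarization (555/632 nm) flags inhibition; data normalized to free and bound peptide controls.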
GLA spleen mod – qHTS Assay for Inhibitors and Activators of Human alpha-Galactosidase From Spleen Homogenate; Alpha-galactosidase A (Homo sapiens), P06280; human spleen homogenate, 4MU-alpha-Gal fluorescence, 40 min; actives 0.008% (n = 240,000); AID 2107, 2009; Potency, µM (doses to about 80 µM), without a hit: at the highest dose activity change, negative = inhibition, most hits filed as inhibitors;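 further: 0% = enzyme with vehicle and -100% = no enzyme basal signal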
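Human spleen homogenate (1 ug) as enzyme source, 4-methylumbelliferyl-alpha-D-galactopyranoside 1 mM final, citrate/phosphate pH 5.0 with 0.01% Tween-20. Compounds 40 min at 37C, NaOH/glycine stop; fluorescence Ex 365/Em 440, Hill-fit AC50.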
TR SRC2 fluor cs – Total Fluorescence Counterscreen for Inhibitors of the Interaction of Thyroid Hormone Receptor and Steroid Receptor Coregulator 2; TRb/SRC2 Texas Red total fluorescence interference; Potency, µM (titrated, usually from 106 µM), inactives show top-dose fluorescence change, negative = quenching; actives 0.29% (n = 280,000); active means well fitted curve in either direction with a large enough effect; inconclusive means small, poorly fitted or top-dose-only effect
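Human TRb ligand-binding domain at 0.6 uM with 20 nM Texas Red SRC2 peptide in Tris buffer containing 1 uM T3 and 5% DMSO, incubated with compound 5 h at ambient temperature. Total fluorescence (555/632 nm) calculated as parallel + 2 × perpendicular.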
ALDH1A1 block – qHTS Assay for Inhibitors of Aldehyde Dehydrogenase 1 (ALDH1A1) | Aldehyde dehydrogenase 1A1 (Homo sapiens), P00352 | Purified ALDH1A1, NADH fluorescence, propionaldehyde substrate | Potency, µM (highest dose often 75.3 µM), for inactives: at the highest dose activity, negative = inhibition, actives largely listed as inhibitors | actives 7.3% (n = 220,000) | AID 1030, 2008; active means well fitted inhibition curve with a large enough effect, not every such curve was filed as active; inconclusive means small, poorly fitted or top-dose-only effect, or another doubt; inactive means no such curve, though single readings can be large or run the other way;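 further: plate controls were no enzyme wells and a reference inhibitor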
Target sequence (P00352 whole entry, looked up): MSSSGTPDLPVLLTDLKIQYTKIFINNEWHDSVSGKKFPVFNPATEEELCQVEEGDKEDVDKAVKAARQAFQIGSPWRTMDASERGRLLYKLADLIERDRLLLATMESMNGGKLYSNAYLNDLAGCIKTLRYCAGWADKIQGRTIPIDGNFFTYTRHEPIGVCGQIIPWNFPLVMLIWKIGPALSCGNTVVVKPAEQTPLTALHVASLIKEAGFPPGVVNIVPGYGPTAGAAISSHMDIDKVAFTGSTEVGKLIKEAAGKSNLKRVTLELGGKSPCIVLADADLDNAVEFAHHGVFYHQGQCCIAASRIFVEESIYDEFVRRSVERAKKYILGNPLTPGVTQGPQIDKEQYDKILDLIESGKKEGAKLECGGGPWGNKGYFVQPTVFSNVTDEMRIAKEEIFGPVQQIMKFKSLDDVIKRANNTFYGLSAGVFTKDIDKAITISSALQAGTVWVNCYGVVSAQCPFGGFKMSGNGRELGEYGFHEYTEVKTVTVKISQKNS
L3MBTL1 block – qHTS Assay for the Inhibitors of L3MBTL1. Lethal(3)malignant brain tumor-like protein 1 (Homo sapiens), Q9Y468. AlphaScreen L3MBTL1–H3K9me1 peptide binding. Potency, µM (highest dose often 57.1 µM), inactives show at the highest dose activity, negative = inhibition, hits mostly inhibitors. actives 0.66% (n = 230,000). AID 485360, 2010; further: nearly all actives have a fitted effect of over 60% in size
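Displacement of a biotinylated histone H3(1-15) peptide monomethylated at Lys9 (75 nM) from L3MBTL1 (50 nM) was measured by AlphaScreen after a 30 min room-temperature compound incubation; cefsulodin titration served as intraplate control.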
Tau FP inhib – qHTS for Inhibitors of Tau Fibril Formation, Fluorescence Polarization | Microtubule-associated protein tau (Homo sapiens), P10636 | K18 P301L tau heparin fibrillization, Alexa594 FP, 6 h | Potency, µM (top dose mostly 57.7 µM), without a hit: at the highest dose activity, negative = inhibition, most hits filed as inhibitors | actives 0.39% (n = 280,000) | AID 1468, 2008; further: nearly all actives have a fitted effect of over 55% in size
Target sequence (P10636 561-689 P618L limits assumed): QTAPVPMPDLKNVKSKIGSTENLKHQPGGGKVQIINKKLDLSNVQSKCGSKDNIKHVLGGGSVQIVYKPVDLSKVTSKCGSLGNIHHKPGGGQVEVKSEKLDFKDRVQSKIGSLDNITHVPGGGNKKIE
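Quantitative HTS format: compounds meet 15 uM recombinant K18 P301L tau and Alexa 594-tau tracer in 100 mM sodium acetate pH 7; 20 uM heparin triggers fibrillization at 37 C over 6 hr; FP gives the signal.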
Tau fluor cs – Counterscreen qHTS for Inhibitors of Tau Fibril Formation, Fluorescence Polarization. Potency, µM (series often up to 57.7 µM), without a hit: at the highest dose activity change, negative = decrease. AID 1463, 2008. actives 0.93% (n = 280,000). tau K18 P301L Alexa594 fluorescence, heparin fibrillization; further: nearly all actives have a fitted effect of over 55% in size
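Human K18 P301L tau (15 uM unlabeled plus 0.24 uM Alexa 594-labeled, final) in 100 mM sodium acetate pH 7 was mixed with compound and 20 uM heparin and incubated 6 hr at 37 C.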
Tau fibril ThT – qHTS for Inhibitors of Tau Fibril Formation, Thioflavin T Binding; Microtubule-associated protein tau (Homo sapiens), P10636; recombinant tau K18 P301L (four-repeat tau fragment), heparin-induced fibrillization, ThT fluorescence; Potency, µM (highest dose often 57.4 µM), for the others: at the top dose activity, negative = inhibition, actives largely listed as inhibitors; actives 2.1% (n = 270,000); further: nearly all actives have a fitted effect of over 55% in size
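In this qHTS, human K18 P301L tau is incubated with compound and heparin for 6 hr at 37 C, and Thioflavin T fluorescence then reports fibril load.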
An asterisk follows results filed as active; ? = inconclusive; . = not tested or not shown; & = joins results of further samples; [ ] = dose if it differs, or a comment. Unless noted, the call rests on the fitted dose curve; in most records, active means well fitted curve in the direction sought with a large enough effect; inconclusive means small, poorly fitted or top-dose-only effect, or another doubt; inactive means no such curve, though single readings can be large; an effect the other way counts as inactive or inconclusive. Unless noted, on the % scale 0 is the no-effect control and ±100 the full control effect; potency means the concentration at half of the fitted maximal effect. This is a random part of the collection. Share with any hit: about 8.5%.

SMILES	TRb-SRC2 inh	GLA spleen mod	TR SRC2 fluor cs	ALDH1A1 block	L3MBTL1 block	Tau FP inhib	Tau fluor cs	Tau fibril ThT
CC(Cc1cccs1)NC(=S)Nc1ccc(Cl)cc1 (stereo not given)	-8%	1%	0%	6%	-15%	?	?	3%
CCc1ccc(CSc2nc(-c3ccccc3F)nc3c2Cc2c(CO)cnc(C)c2O3)cc1	1%	.	-2%	.	.	2%	-6%	3%
Cc1ccc(NC2CC(=O)N(c3ccc(C)cc3)C2=O)cc1 (stereo not given)	-5%	2%	-3%	4%	.	-2%	-11%	?
CN(C)c1nc(C(F)(F)F)cc(=O)[nH]1	2%	3%	0%	-4%	3%	-2%	6%	10%
COc1ccccc1NC(=O)c1c(C)cc(C)nc1SCC(=O)Nc1cccc(C)c1	2%	.	6%	.	.	-3%	-17%	?
COc1ccccc1C(=O)NC1CCN(C(=S)NCCc2ccccc2)CC1	8%[53 µM]	-1%	-3%[53 µM]	6%	-6%	-1%	-5%	-4%
COc1ccc(/C=N/Nc2nc3ccccc3c(=O)n2-c2ccccc2)cc1OC	25%	7%	-13%	?	11%	?	-25%	?
O=c1c2ccccc2nc(SCc2cc(F)ccc2F)n1C1CCCC1	4%	5%	-1%	4%	2%	-11%	-15%	-12%
C(=C\c1ccccc1)/CN1CCN(c2ncnc3c2oc2ccccc23)CC1	-1%	-8%	-3%	?	-12%	5%	-15%	?
CC(NC(=S)Nc1ccccc1OC(F)F)C(C)(C)C (stereo not given)	7%	-2%	9%	2%	-13%	1%	-2%	2%
COc1cc(S(=O)(=O)N2CCN(c3ccc(F)cc3)CC2)ccc1Cl	-8%	-3%	0%	13%	-5%	-7%	?	-11%
CCOc1ccc(C(C)=O)cc1COC(=O)c1cccnc1SC	-5%	2%	-4%	25µM*	-2%	4%	-2%	-1%
COc1cc2c(cc1NC(=O)c1cccnc1)oc1ccccc12	3%	4%	-5%	13%	.	?	?	?
COC(=O)c1cccc(Nc2c(-c3ccc(O)cc3)nc3nc[nH]n23)c1	-14%	.	3%	.	.	-14%	-25%	?
N#C/C(=C\c1cccc(Oc2ccccc2)c1)C(=O)N1CCOCC1	-3%	-7%	-3%	-1%	-3%	13%	4%	-13%
CCCc1c(O)nc(SCC(=O)NCc2ccco2)[nH]c1=O	-2%	-2%	0%	7%	.	-6%	-7%	-9%
Cc1ccc(-c2nc(CCNC(=O)C(=O)Nc3c(C)cccc3C)cs2)cc1	10%	.	4%	.	.	0%	-13%	-17%
Cc1c(C(=O)Nc2c(C)n(C)n(-c3ccccc3)c2=O)oc2ccccc12	2%	3%	0%	9%	8%	10%	5%	-5%
CCC1(C)Cc2nc3[nH]c(=S)n(-c4ccc(C)cc4)c(=O)c3cc2CO1 (stereo not given)	6%	-5%	1%	?	-5%	3%	9%	10%
CC(C)(C)Nc1nc(OCC(F)(F)F)nc(OCC(F)(F)F)n1	8%	3%	-1%	4%	8%	-8%	-4%	0%
O=C1NC(=S)N/C1=C\c1ccc(N2CCOCC2)cc1	3%	-3%	-1%	-2%	25%	7%	10%	10%
Cc1cc(C)c2nc(N(Cc3cccnc3)C(=O)c3ccc(S(=O)(=O)N(C)C)cc3)sc2c1	-14%	.	-2%	.	.	-1%	-6%	-2%
CC1CC1C(=O)Nc1nc(-c2ccc(Cl)s2)cs1 (stereo not given)	4%	-6%	-4%	-3%	5%	-7%	-17%	-12%
O=C(Nc1cccc(-c2cnc3ccccc3n2)c1)c1ccco1	-1%	1%	-9%	25µM*	-12%[11.4 µM]	2%	-27%	?
O=C(NCc1ccco1)c1sc2cccc(F)c2c1Cl	-9%	-11%	2%	28µM*	-2%[11.4 µM]	-13%	-1%	-8%

(list continues)
SMILES	TRb-SRC2 inh	GLA spleen mod	TR SRC2 fluor cs	ALDH1A1 block	L3MBTL1 block	Tau FP inhib	Tau fluor cs	Tau fibril ThT
CC1(C)CC(=O)C=C(NCC(=O)O)C1	6%	9%	1%	-2%	7%	-7%	-6%	-7%
CN(C)c1ccc(/C=C/c2nc3ccccc3s2)cc1	-3%	-4%	-4%	-5%	-20%	0%	?	?
Cc1ccc(NC(=O)CN2C(=O)NC3(CCC(C)CC3)C2=O)c(Cl)c1 (stereo not given)	-1%	8%	-8%	-10%	22%	2%	-2%	-1%
O=[n+]1cc(-c2ccc(Br)cc2)n([O-])c2c1CCC2	-11%	2%	-5%	5%	-3%	-10%	5%	10%
CCN1C(=O)c2ccc(C(=O)Nc3nccs3)cc2C1=O	-4%	7%	-5%	4.5µM*	-3%[11.4 µM]	9%	10%	-8%
CC(=O)Nc1ccc(OC/C=C(\C)Cl)cc1	-12%	1%	1%	-7%	10%	-2%	-5%	-4%
COc1ccc(CN2C(=O)C3C4C=CC(C4)C3C2=O)cc1 (stereo not given)	-1%	9%	1%	-1%	5%	8%	9%	-6%
CC1CCCCN1CCCNC(=O)CN1C(=O)c2cccnc2Oc2ccccc21 (stereo not given)	-4%	.	2%	.	.	-5%	-1%	0%
COC(=O)c1ccc(NC(=O)C(=O)NCCc2csc(-c3ccc(F)cc3)n2)cc1	-10%	.	0.0004µM*[quencher]	.	.	0%	4%	3%
COC(=O)/C(C(C)=O)=C(/C=C/C=C/N(C)C)N(C)C	-2%	-6%	5%	-9%	.	1%	-5%	-21%
CN(CC(CC(=O)Nc1nncs1)c1ccccc1)S(=O)(=O)c1ccc(Br)cc1 (stereo not given)	5%	-1%	1%	13µM*	-3%	-5%	-22%	-29%
COc1ccc(CNC(=O)CS(=O)Cc2nc(-c3cccc(C)c3)oc2C)cc1 (stereo not given)	-2%	.	4%	.	.	1%	-9%	-16%
O=C(Nc1nc2ccc([N+](=O)[O-])cc2s1)c1ccncc1	9%	11%	-1%	.	.	-6%	-22%	.
CCOc1ccc(-c2nc3ccccc3c(=O)o2)cc1	-11%&0%	5%	1%&4%	?	11%	-3%&2%	-17%&-16%	?
COc1ccc2c(c1)CCC1=C2NC(=S)NC1c1ccc(N(C)C)cc1 (stereo not given)	8%	3%	-4%	2.8µM*	?	11%	?	-22%
Cc1ccc(S(=O)(=O)N(C)C)cc1NC(=S)Nc1ccc2[nH]c(=O)[nH]c2c1	-2%	2%	-3%	?	6%	7%	-6%	-17%
O=C(COC(=O)C1CC(=O)N(Cc2ccccc2)C1)Nc1ccc2c(c1)OCO2 (stereo not given)	1%	-1%	0%	?	0%	-2%	-6%	-1%
CN1CCN(c2ccc(C(=O)c3ccc(Br)cc3)cc2[N+](=O)[O-])CC1	6%	2%	-2%	15%	-25%	-2%	-16%	?
Cc1nn(CC(=O)NCCc2ccccc2)c(=O)c2nn(-c3ccccc3)c(C)c12	1%	.	1%	.	.	-4%	-2%	-8%
Cc1ccccc1-n1c(=O)cc(N2CCN(Cc3ccccc3)CC2)[nH]c1=O	-2%	-7%	-3%	-4%	7%	-1%	10%	6%
COc1ccccc1NC(=S)NCC1CCC(CNC(=S)Nc2ccccc2OC)CC1 (stereo not given)	0%	-5%	-4%	.	-23%	?	-11%	-2%
O=C(CSc1nc(Cc2ccccc2)nc2ccccc12)Nc1ccc2c(c1)OCCO2	-7%	-4%	0%	?	-1%	?	-21%	-10%
CC(=O)N1CCc2c(sc(NC(=O)C3CC3)c2-c2nc3ccccc3s2)C1	2%	9%	-1%	?	-8%	-13%	-12%	?
COc1ccc(N2CCN(C(=O)c3cn(C4CCCCC4)c(=O)c4c3c3ccccc3n4C)CC2)cc1	-9%	.	0%	.	.	11%	-25%	?
O=C(CCn1nc(-c2ccc(Cl)cc2)ccc1=O)N1CCOCC1	-16%	-12%	-1%	-11%	-1%	-3%	4%	7%

Next part (4 carried over from the part before).
SMILES	TRb-SRC2 inh	GLA spleen mod	TR SRC2 fluor cs	ALDH1A1 block	L3MBTL1 block	Tau FP inhib	Tau fluor cs	Tau fibril ThT
O=C(CSc1nc(Cc2ccccc2)nc2ccccc12)Nc1ccc2c(c1)OCCO2	-7%	-4%	0%	?	-1%	?	-21%	-10%
CC(=O)N1CCc2c(sc(NC(=O)C3CC3)c2-c2nc3ccccc3s2)C1	2%	9%	-1%	?	-8%	-13%	-12%	?
COc1ccc(N2CCN(C(=O)c3cn(C4CCCCC4)c(=O)c4c3c3ccccc3n4C)CC2)cc1	-9%	.	0%	.	.	11%	-25%	?
O=C(CCn1nc(-c2ccc(Cl)cc2)ccc1=O)N1CCOCC1	-16%	-12%	-1%	-11%	-1%	-3%	4%	7%
Cc1ccc(N=c2c([N+](=O)[O-])nn(-c3ccc4c(c3)OCCO4)n2O)cc1F	-2%	-8%	0%	-5%	-9%	8%	?	?
Cc1cc(Oc2ccc(Br)cc2)nc(SCC(=O)c2ccccc2)n1	4%	4%	-12%	6%	27%	1%	-8%	-12%
O=C(NCc1cccnc1)c1cccnc1Sc1ccc(Cl)cc1	6%	2%	-2%	38%[activator]	3%	-3%	-10%	-6%
CCn1c(O)c(N=NC(=O)c2cccnc2)c2cc(Br)ccc21	-1%	-2%	-2%	?	-4%	-5%	-9%	?
CCN(Cc1ccncc1)C(=O)CSc1ccc2ccccc2c1	6%	1%	-8%	?	-12%	-4%	-18%	-12%
COc1cc(NC(=O)c2ccccc2)cc(OC)c1	-8%	3%	-3%	-4%	13%	4%	2%	5%
Cc1cc(C)nc(N2CCN(C(=O)CCC(=O)Nc3nnc(C(C)C)s3)CC2)n1	5%	-3%	0%	.	7%	2%	-11%	-9%
O=C(Nc1nccs1)c1ccc([N+](=O)[O-])cc1	-1%	-2%	-1%	11%	6%	-2%	-17%	?

Screening results deposited in PubChem BioAssay by National Center for Advancing Translational Sciences (NCATS).
